EPAC1 ag – agonists of human EPAC1; AID 720707; EPAC1 agonist qHTS, biochemical assay; response scale: 100% = response to 6.5 mM cAMP; Potency, µM (titrated, usually from 154 µM), for the others: at the highest dose activation, actives largely listed as activators; actives 0.073% (n = 360,000); O95398; also: potency is read from the fitted curve at half-maximal effect; nearly all actives have a fitted effect of over 60% in size
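Compounds were pinned as a concentration titration into mixtures of EPAC1 (100 nM), BODIPY-GDP-loaded Rap1B (250 nM) and GDP (50 uM). After 5 min at room temperature, fluorescence was followed for 30 min; activity was scaled to 6.5 mM cAMP.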
CCT modulator – modulators of cytosolic chaperonin (CCT/TRiC) activity. actives 0.3% (n = 360,000). activity change, % (concentration not given with the values), hits read low. purified chaperonin ATPase assay, HTRF ADP detection, 30 min; in the data active = activity change below about -30%; also: % is scaled to controls: 0 for no effect and ±100 for the full control effect
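Enzyme 40 or 20 nM (batch-dependent) in Tris pH 7.4/KCl/MgCl2/DTT; cpd 76 uM single point; ATP 10 uM; 30 min 37 °C; Transcreener ADP HTRF detection, 30 min RT; ratio 665/615.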
IL2 activator – activates IL-2 in a cell-based reporter assay; AID 652025; actives 0.065% (n = 360,000); activation, % (series mostly up to about 46 µM); IL-2 activation reporter assay, cell-based qHTS; stimulated with anti-CD3/CD4/CD28 beads; in transgenic mouse T cells; in the data active = activation above about 50%; inconclusive = mostly about 30% to 49%; also: 0% is about no effect
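Screening format: compound pinned onto unstimulated transgenic mouse T cells, 60 min incubation, then anti-CD3/anti-CD4/anti-CD28 bead stimulation for 18 hours at 37 degrees C, followed by EGFP and DsRed detection.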
EPAC1 antagonist – blocks human EPAC1 exchange factor; O95398; EPAC1 GEF assay, Rap1b-BODIPY-GDP exchange fluorescence; Potency, µM (highest dose often 115 µM), for the others: top-dose activity change, negative = inhibition, usual class: inhibitors; actives 0.14% (n = 360,000); AID 720709;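 also: potency is read from the fitted curve at half-maximal effect; plate controls were vehicle for no effect and positive control for full effect; nearly all actives have a fitted effect of over 50% in size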
PI5P4Ka inh – blocks human PI5P4K alpha kinase activity; actives 1.2% (n = 330,000); PI5P4Kalpha enzyme, ADP-Glo luminescence, 60 min; hits give low values; AID 652105; max response, %; active = max response of -50% or lower; inconclusive = between -30% and -50%; inactive = -30% or higher; also: value at the top dose of about 77 µM; % is scaled to controls: 0 for no effect and ±100 for the full control effect
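Luminescence from ADP-Glo served as readout of PI5P4Kalpha activity in a qHTS format. Reaction: enzyme, substrate, compound, ATP at 5 microM final, 60 min at RT.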
WRN inhibitor – inhibitors of human WRN helicase | actives 0.46% (n = 360,000) | Q14191 | WRN helicase unwinding, fluorescent forked duplex, kinetic | Potency, µM (highest dose often 114 µM), inactives show at the highest dose activity change, negative = inhibition, hits mostly inhibitors; also: potency is read from the fitted curve at half-maximal effect; % is scaled to controls: 0 for no effect and ±100 for the full control effect; nearly all actives have a fitted effect of over 55% in size
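Primary qHTS, 1536-well format. 20 nM WRN + compound, 15 min RT; start with 100 nM forked fluorophore/quencher duplex, 2 mM ATP (final); kinetic read ex 525/em 598 nm.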
EPAC2 ag – activates human EPAC2 exchange factor; Q8WZA2; EPAC2 activation, biochemical qHTS; response scale: 100% = 6.5 mM cAMP response; Potency, µM (series often up to 154 µM), inactives show top-dose activation, hits mostly activators; actives 0.079% (n = 360,000); AID 720711; also: potency is read from the fitted curve at half-maximal effect; nearly all actives have a fitted effect of over 50% in size
Target sequence (Q8WZA2 whole entry, looked up): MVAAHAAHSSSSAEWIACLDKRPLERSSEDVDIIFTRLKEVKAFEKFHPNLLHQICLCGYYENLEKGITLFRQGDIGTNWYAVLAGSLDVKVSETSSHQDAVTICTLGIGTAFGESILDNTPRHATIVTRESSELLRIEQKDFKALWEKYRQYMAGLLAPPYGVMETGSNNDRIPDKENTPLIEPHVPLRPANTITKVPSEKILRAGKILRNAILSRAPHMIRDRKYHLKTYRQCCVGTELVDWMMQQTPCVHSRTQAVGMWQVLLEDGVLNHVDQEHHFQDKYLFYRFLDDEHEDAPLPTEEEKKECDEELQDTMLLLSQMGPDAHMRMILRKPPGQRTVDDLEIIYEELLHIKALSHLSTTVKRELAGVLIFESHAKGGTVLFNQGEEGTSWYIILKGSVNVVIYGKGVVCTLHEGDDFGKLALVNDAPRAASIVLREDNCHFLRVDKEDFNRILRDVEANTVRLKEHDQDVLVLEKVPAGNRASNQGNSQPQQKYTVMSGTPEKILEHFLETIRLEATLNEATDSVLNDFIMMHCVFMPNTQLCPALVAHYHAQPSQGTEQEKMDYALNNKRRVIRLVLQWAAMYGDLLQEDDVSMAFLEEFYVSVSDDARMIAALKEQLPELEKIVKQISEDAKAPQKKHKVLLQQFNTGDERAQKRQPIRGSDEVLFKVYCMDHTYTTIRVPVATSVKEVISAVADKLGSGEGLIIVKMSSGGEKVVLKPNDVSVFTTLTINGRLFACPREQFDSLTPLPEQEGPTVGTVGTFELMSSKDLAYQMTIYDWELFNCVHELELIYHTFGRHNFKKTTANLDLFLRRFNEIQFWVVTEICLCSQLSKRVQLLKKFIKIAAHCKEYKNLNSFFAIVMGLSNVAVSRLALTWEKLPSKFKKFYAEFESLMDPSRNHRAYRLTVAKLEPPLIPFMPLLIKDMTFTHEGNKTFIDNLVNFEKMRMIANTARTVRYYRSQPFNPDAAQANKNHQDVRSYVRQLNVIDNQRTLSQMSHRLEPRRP
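Compounds were added across a concentration range to EPAC2 (100 nM), RAP1B-BODIPY-GDP (250 nM) and GDP (50 uM). After 5 min at room temperature, fluorescence was recorded at 5-min intervals for 30 min.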
PLK1 PBD inh – PLK1 (human) polo-box domain binding inhibition. P53350. Plk1 PBD binding of FITC phosphopeptide, fluorescence polarization. Potency, µM, for inactives: max response, negative = inhibition, usual class: inhibitors. actives 2.8% (n = 360,000). AID 720504; also: potency is read from the fitted curve at half-maximal effect; series mostly up to about 57 µM; % is scaled to controls: 0 for no effect and ±100 for the full control effect; nearly all actives have a fitted effect of over 65% in size
Starred values were filed as active, the others as inactive; ? = inconclusive; · = no result given; [ ] = dose if it differs, or a comment. Unless noted, calls follow the shape of the dose curve; as a rule, active = well fitted curve in the direction sought with a large enough effect; inconclusive = small, poorly fitted or top-dose-only effect, or another doubt; inactive = no such curve, though single readings can be large; an effect the other way counts as inactive or inconclusive. These rows are one share of the data; the hit share may differ from the screen's.

Below each SMILES – EPAC1 ag	CCT modulator	IL2 activator	EPAC1 antagonist	PI5P4Ka inh	WRN inhibitor	EPAC2 ag	PLK1 PBD inh
#1 CC1(C(=O)Nc2ccc3c(c2)OCCO3)CCC(=O)N1C1CCN(Cc2ccccc2)CC1 (configuration not stated)
→ 16.0%	0.5	-0.2	2.4%	3.6	2.6%	8.2%	-6.6%
#2 CC(=O)Nc1ccc(NC(=O)C(C)OC(=O)CCC(=O)c2ccc(F)cc2)cc1 (configuration not stated)
→ -7.0%	-0.3	-0.1	0.2%	-0.8	8.5%	6.2%	-2.7%
#3 Cc1cccc(C(=O)NC2CCN(S(=O)(=O)c3cccc(F)c3)CC2)c1
→ -3.2%	0.8	-0.9	-11.7%	-1.8	1.3%	-5.4%	8.9%
#4 COc1c(Cl)ccc(Cl)c1C(=O)NC(=S)N1CCOCC1
→ 0.5%	-0.3	-2.0	0.2%	-5.0	-3.3%	1.4%	-3.8%
#5 Cc1ccc(S(=O)(=O)N/N=C/c2ccc(O)c(O)c2)cc1[N+](=O)[O-]
→ 2.7%	-0.9	-1.9	7.7%	-1.3	-9.6%	2.2%	-21.0%
#6 O=C(c1ccccc1)N1N=C(c2ccccc2)CC1c1ccccc1[N+](=O)[O-] (configuration not stated)
→ 2.1%	-4.4	3.9	1.8%	2.5	-3.1%	5.0%	-11.1%
#7 C=CCN1C(=O)c2ccc(C(=O)N(CC)CC(=O)Nc3ccc(OC)cc3)cc2C1=O
→ 5.6%	1.5	1.5	-9.1%	3.1	-0.2%	10.7%	-2.4%
#8 O=C(c1ccco1)N1CCN=C1SCc1ccc(F)cc1
→ 2.4%	-2.4	2.8	-3.0%	1.7	-3.3%	4.2%	-17.7%
#9 O=C(NC(NCCCN1CCOCC1)(C(F)(F)F)C(F)(F)F)C1CCCCC1
→ 4.5%	-2.5	0.6	0.0%	12.2	0.0%	10.7%	-3.2%
#10 O=C(OCC(O)COc1ccccc1)c1ccc([N+](=O)[O-])cc1 (configuration not stated)
→ -9.7%	-1.1	-0.2	-11.6%	4.7	-2.8%	-0.7%	-2.6%
#11 OC(c1cccc(Cl)c1)c1nc(-c2ccc(Cl)cc2)cs1 (configuration not stated)
→ -1.1%	0.3	-0.3	-1.9%	6.2	-16.3%	25.8%	-8.0%
#12 Cc1ccc(-c2nn(-c3ccccc3)cc2C(=O)N2CCOCC2)cc1
→ 10.0%	0.3	-1.5	-5.2%	·	3.6%	14.7%	-8.1%
#13 C/C=C\C=C/C(=O)Nc1cccc(C2=NOC3(C2)C[C@@H](C(N)=O)N(C(=O)/C=C/C=C\C)C3)c1 (some centres not stated)
→ 8.5%	-2.8	0.6	?	-94.5*	25.1µM*	6.1%	?
#14 C[C@H](CO)N1C[C@H](C)[C@@H](CN(C)S(=O)(=O)c2ccc(F)cc2)Oc2ccc(NS(=O)(=O)c3cccs3)cc2C1=O
→ 0.5%	-4.2	0.3	-2.6%	4.6	-1.5%	-3.3%	-9.5%
#15 COc1ccc(-c2[nH]c(-c3ccc(F)cc3)nc2SCC(=O)NCc2ccco2)cc1OC
→ -11.8%	1.3	0.8	-20.2%	6.8	-2.5%[11.6 µM]	-7.1%	-16.4%
#16 CCc1nc(SCC(=O)O)c(C#N)cc1C
→ 2.9%	1.8	-0.9	-1.9%	·	-7.4%	11.3%	0.1%
#17 COc1ccc(CCNC(=O)COC(=O)c2ccc(Br)o2)cc1
→ 1.8%	1.0	-1.9	7.6%	-4.4	-3.5%	-17.8%	-0.4%
#18 COc1cc(C)ccc1OCc1cc(C(=O)N2CCN(C3CCCCC3)CC2)no1
→ -11.5%	-1.8	-0.1	-23.4%	0.3	-4.3%	13.3%	-15.5%
#19 Cc1[nH]c(C)c(S(=O)(=O)Nc2cccc(Cl)c2C)c1C(=O)N1CCCC1
→ -9.0%	-0.1	-3.7	0.1%	1.6	-0.4%[57.1 µM]	-3.9%	-1.0%
#20 COc1ccc(-c2c(C#Cc3ccsc3)c3cc(-c4ccc5c(c4)OCCO5)ccc3n2C)cc1
→ -20.8%	-0.6	-0.1	4.6%	-8.7	1.1%	1.4%	-10.8%
#21 CCc1cc(OCCN(C)C)ccc1Cl
→ 9.0%	4.0	-0.3	-9.5%	-10.6	?	-0.7%	3.9%
#22 CC(OC(=O)c1cc(S(=O)(=O)N2CCOCC2)ccc1F)C(=O)NCC1CCCCC1 (configuration not stated)
→ 7.4%	-4.9	1.9	2.0%	2.6	-23.6%	4.9%	-1.1%
#23 COc1ccc([N+](=O)[O-])c(C=CC(=O)c2ccccn2)c1
→ -4.7%	0.8	-4.9	-0.7%	0.0	-19.8%	-1.7%	-16.6%
#24 Cc1cc(NC(=O)c2cc3ccccc3o2)cc(C)c1OCC(=O)N1CCOCC1
→ 3.3%	-2.5	2.2	-0.9%	·	1.0%	11.9%	-4.9%
#25 CCOc1ccccc1OCC(=O)NCCc1ccc(S(N)(=O)=O)cc1
→ 7.1%	1.2	-1.6	-27.8%	-2.9	3.2%[57.1 µM]	7.6%	-10.0%
#26 O=C(NNS(=O)(=O)c1ccccc1[N+](=O)[O-])c1cccc([N+](=O)[O-])c1
→ -6.3%	-1.1	2.3	-3.2%	-3.4	-10.8%	6.4%	16.8µM*
#27 CCCCN1CC(=O)N2[C@H]3c4cc(OC)ccc4OC[C@@H]3[C@H](C(=O)OCC)[C@]2(C)C1=O
→ -7.3%	-1.0	1.0	4.3%	-1.6	-4.1%	1.9%	3.7%
#28 Cc1ccc(C(C)NC(=O)c2cc3cc(Br)ccc3oc2=N)cc1 (configuration not stated)
→ 9.3%	1.7	0.8	3.7%	-5.5	-1.1%	0.8%	-0.8%
#29 COc1ccccc1Cn1c(=S)[nH]c2ccc(Br)cc2c1=O
→ 10.2%	-0.9	-0.4	4.1%	2.3	-2.0%	4.1%	-14.4%
#30 O=C(CN1CCC(NC(=O)c2ccco2)CC1)Nc1cccc2ccccc12
→ 8.2%	-2.4	-0.1	9.8%	0.1	3.9%	9.4%	-9.1%
#31 CCN1CCN(c2cc(=O)n(C3CCCCC3)c(=O)[nH]2)CC1
→ 1.9%	-0.2	-1.8	8.7%	4.5	6.4%	3.5%	-3.5%
#32 COc1cccc(C(=O)NNC(=O)Cc2csc(N)n2)c1
→ -3.3%	0.9	0.3	3.8%	-7.2	-6.5%	1.2%	-2.0%
#33 CC(C)C[C@H]1CNC(=O)C(=O)N1CC1CCN(CCC(C)(C)C)CC1
→ -15.5%	-0.8	-0.3	-15.0%	0.8	-1.4%	6.6%	-19.2%
#34 COc1ccc(CCN(C)c2ncnc3sccc23)cc1OC
→ -10.0%	0.5	-0.4	-10.4%	-2.8	-4.8%	10.1%	-7.7%
#35 COc1ccc(NC2=C(C(C)=O)C(c3ccccc3)C(C(C)=O)C(C)(O)C2)cc1 (configuration not stated)
→ 3.1%	1.2	-0.6	0.2%	0.0	8.7%	11.7%	-11.3%
#36 C=CCN(c1ccccc1)S(=O)(=O)c1cccc(C(=O)NCC(c2ccccc2OC)N2CCCC2)c1 (configuration not stated)
→ -4.0%	-1.2	-5.2	0.0%	1.9	-0.3%	3.3%	-5.2%
#37 COc1ccccc1N1CCN(C(=O)c2ccccc2Oc2ccccc2)CC1
→ 3.1%	-0.5	-0.7	-2.7%	-8.1	4.2%	5.1%	-3.2%
#38 Cc1ccc(C(=O)N2c3ccccc3Sc3ccccc32)cc1
→ -5.7%	1.7	1.1	5.4%	15.0	7.0%[57.1 µM]	-0.2%	-8.3%
#39 CC(C)(C)OC(=O)N1CCC(CC2CC(c3cccc(Br)c3)=NO2)(C(=O)O)CC1 (configuration not stated)
→ 1.6%	-4.0	0.0	-2.3%	10.1	-1.2%	4.7%	-8.3%
#40 O=c1[nH]n(-c2ccccc2)c(=O)c2ccccc12
→ 12.1%	-1.0	-2.5	-10.6%	3.9	1.3%	13.0%	-9.4%
#41 CCOc1cc(/C=N/O)ccc1OCC(=O)Nc1cccc(C)c1
→ -3.5%	-0.1	-0.4	5.9%	1.5	6.2%	-7.3%	2.9%
#42 CN(/N=C/c1ccco1)C1=NS(=O)(=O)c2ccccc21
→ -3.0%	-4.1	0.3	-6.9%	0.5	-4.6%	3.8%	-4.1%
#43 CCOC(=O)c1csc(NC(=O)c2ccc(C#N)cc2)n1
→ 8.3%	-2.5	-0.2	8.3%	4.6	7.2%	14.1%	-21.5%
#44 CCc1ccc2c(CN(CC)Cc3nc4ccccc4c(=O)[nH]3)cc(=O)oc2c1
→ 1.5%	-0.9	0.9	?	-8.2	-3.2%	-1.1%	?
#45 CN(C)CCCNc1ccc(-c2nn(C)c(=O)c3ccccc23)cc1[N+](=O)[O-]
→ 1.8%	-1.5	-0.1	2.4%	2.3	-13.1%	3.3%	-3.3%

One compound at a time, as listed above. Values in the order: EPAC1 ag	CCT modulator	IL2 activator	EPAC1 antagonist	PI5P4Ka inh	WRN inhibitor	EPAC2 ag	PLK1 PBD inh
Profile of Cc1[nH]c(C)c(S(=O)(=O)Nc2cccc(Cl)c2C)c1C(=O)N1CCCC1 → -9.0%	-0.1	-3.7	0.1%	1.6	-0.4%[57.1 µM]	-3.9%	-1.0%
Profile of CC(C)C[C@H]1CNC(=O)C(=O)N1CC1CCN(CCC(C)(C)C)CC1 → -15.5%	-0.8	-0.3	-15.0%	0.8	-1.4%	6.6%	-19.2%
Profile of CC1(C(=O)Nc2ccc3c(c2)OCCO3)CCC(=O)N1C1CCN(Cc2ccccc2)CC1 (configuration not stated) → 16.0%	0.5	-0.2	2.4%	3.6	2.6%	8.2%	-6.6%
Profile of CCc1ccc2c(CN(CC)Cc3nc4ccccc4c(=O)[nH]3)cc(=O)oc2c1 → 1.5%	-0.9	0.9	?	-8.2	-3.2%	-1.1%	?
Profile of C/C=C\C=C/C(=O)Nc1cccc(C2=NOC3(C2)C[C@@H](C(N)=O)N(C(=O)/C=C/C=C\C)C3)c1 (some centres not stated) → 8.5%	-2.8	0.6	?	-94.5*	25.1µM*	6.1%	?

Bioassay records from PubChem BioAssay.
